# Compound activity deposited in PubChem BioAssay by several laboratories.
# WT yeast gro inh = growth inhibition of WT strain, primary screen, mitochondrial fusion inhibitor project, WT and mutant strains, chemical genetic. 190,000 compounds, 2.1% hits. inhibition, % at 10 µM. mitochondrial fusion phenotypic screen; in the data active means inhibition above about 58%; tested in S. cerevisiae
# bCat nuc transl = modulators of beta-catenin nuclear translocation, primary screen, imaging, HeLa cells, immunofluorescence, high-content; nuclear translocation activity, % at 5 µM; 190,000 compounds, 0.3% hits;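 active means nuclear translocation activity above 50% at 5 µM, with a well cell count of 50 or more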;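 further: per-cell ratio of nuclear to cytoplasmic median beta-catenin stain intensity; plate controls were DMSO negative control for no effect and GSK-3 inhibitor IX positive control for full effect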
#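 Test system: human HeLa cells, native beta-catenin. Compound dosing: 5 µM primary single dose, 0.1% DMSO, 0.02–20 µM confirmation series. Incubation: compound exposure 24 h at 37°C. Detection: beta-catenin immunostaining with DAPI counterstain, 20x imaging, 6 fields/well. Read-out basis: Nuclear/cytoplasmic beta-catenin signal ratio, % activation.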
# PMI inhibition = human PMI inhibitors, high substrate, primary screen, biochemical, fluorescence intensity, high mannose 6-phosphate (AID 1220) | recombinant PMI enzyme, coupled fluorescence intensity; higher % means a stronger effect | inhibition, % at 20 µM, or IC50 in µM where a hit was titrated | 190,000 compounds, 0.66% hits
# Autophagy HCS = autophagy modulators in MEF cells, primary screen, imaging, high-content, MEF GFP-LC3; 190,000 compounds, 0.98% hits; calls only at 10 µM (by protocol); AID 463193, 2010; MEF GFP-LC3 puncta imaging; test concentration mostly 10 µM;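 active means percentage of spot-positive cells more than 3 SD above its plate mean, without a fluorescence outlier flag or 80% toxicity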;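 further: spot-positive cell cutoff set from DMSO-treated cells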
# human PMI inhibition = inhibitors of human PMI, primary screen, biochemical, fluorescence intensity, coupled assay (AID 1209); inhibition, % at 20 µM, or IC50 in µM where a hit was titrated; Mannose-6-phosphate isomerase (Homo sapiens); 190,000 compounds, 0.42% hits; purified PMI enzyme, coupled fluorescence intensity; higher % means a stronger effect;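 further: plate controls were DMSO vehicle for no effect and wells lacking substrate for full effect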
# Insulin prom up = insulin promoter activators in MIN6 cells, imaging, high-content screening, mouse beta cells; 190,000 compounds, 0.3% hits; z-score at 5 µM; MIN6 insulin promoter-GFP reporter; active compounds read high;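 active means z-score above 3 at 5 µM with at least 500 cells counted in the well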
# MT stabilize HCS = microtubule stabilizers in HeLa cells, primary screen, imaging, high-content imaging | HeLa tubulin immunostaining HCS, 24 h; share of cells brighter than vehicle mean+2SD | % tubulin-high responders, % at 10 µM | 200,000 compounds, 0.83% hits | AID 2205, 2009;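 active means plate Z-score above 3 for both tubulin-high and condensed-nucleus cell shares, with cell loss under 80%, at 10 µM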;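 further: anti alpha tubulin signal scored within the nucleus-defined area of each cell; some results filed as inactive read as strong as hits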
# Yfh1-off respiration = enhancers of respiration in Yfh1-depleted yeast, dose response, Friedreich's ataxia, plus single-dose screen (AID 1465). S. cerevisiae Yfh1-off respiration, WST-1 reduction, 72 h; higher fold induction means a stronger effect. fold induction at 50 µM, or EC50 in µM where a hit was titrated. 220,000 compounds, 0.074% hits;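 active means fold induction of absorbance versus untreated yeast above a set limit, then at least 30% activation at any dose in follow-up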;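 further: activators that raise dye reduction in frataxin-depleted yeast; strong numbers were not always called active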
# Dynein cargo inh = inhibitors of GR-EGFP nuclear translocation, primary screen, dynein cargo transport inhibitor project, imaging, high-content, 3617.4 mouse cells; 220,000 compounds, 0.47% hits; test concentration mostly 20 µM; stimulated with dexamethasone, 1 µM; active compounds read low; z-score, hits read low;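 active means plate z-score of nuclear minus cytoplasmic receptor signal below a set negative limit, without overly bright fluorescence or cell loss, cut at about -3.5 in these data, passing the limit was not always enough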;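 further: z-score of nuclear minus cytoplasmic ring GR-EGFP intensity difference per well; some compounds called inactive have numbers as strong as hits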
#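 medium = tetracycline-free induction medium containing charcoal-stripped FBS | also added = 1.0 µM final dexamethasone stimulus | schedule = 48 h induction, 1 h compound, 30 min dex at 37 °C | technique = fixed, Hoechst-stained cells imaged at 10x for EGFP | measure = GR-EGFP nuclear translocation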
# WT yeast gro inh mutant strain = recorded beside WT yeast gro inh, whose call it bears; inhibition, %; mitochondrial fusion phenotypic screen, mutant strain inhibition
# Dynein cargo inh cytoplasmic EGFP = also measured in Dynein cargo inh; calls as there; z-score; measured here: cytoplasmic GR-EGFP intensity; active compounds read high
# Dynein cargo inh nuclear GR-EGFP = second read-out of Dynein cargo inh, no call of its own (marks repeat the call); z-score; measured here: nuclear GR-EGFP intensity;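 lower value marks the stronger effect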
# Dynein cargo inh cell count = further read-out of Dynein cargo inh, marked with its call; z-score; measured here: cell count per field
# Insulin prom up cell count = also measured in Insulin prom up; calls as there; cell count; measured here: cytotoxicity, nuclei count;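 total cells summed across four imaged fields per well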
# bCat nuc transl cell count 5 µM = further read-out of bCat nuc transl, marked with its call; cell count; measured here: cell count, cytotoxicity flag
# MT stabilize HCS Hoechst-high % = recorded beside MT stabilize HCS, whose call it bears; % Hoechst-high responders; measured here: nuclear condensation Hoechst responders;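 share of cells brighter than vehicle mean plus two SD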
# MT stabilize HCS cytotoxicity % = second read-out of MT stabilize HCS, no call of its own (marks repeat the call); toxicity, %; measured here: cytotoxicity by cell density;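 0% = mean cell density of plate MIN control wells and 100% = no cells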
# Autophagy HCS cell loss 18 h = also measured in Autophagy HCS; calls as there; toxicity, %; measured here: cell loss, nuclei count;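 cell loss after 18 h compound exposure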
# * marks the source's active call; other numbers are inactive results; i = inactive; . = no result given; + = active, no number. Unless noted, no stated cut-off is given here; in the data, active means inhibition above about 50%; inactive means the rest.
SMILES,WT yeast gro inh,WT yeast gro inh mutant strain,bCat nuc transl,bCat nuc transl cell count 5 µM,PMI inhibition,Autophagy HCS,Autophagy HCS cell loss 18 h,human PMI inhibition,Insulin prom up,Insulin prom up cell count,MT stabilize HCS,MT stabilize HCS Hoechst-high %,MT stabilize HCS cytotoxicity %,Yfh1-off respiration,Dynein cargo inh,Dynein cargo inh cytoplasmic EGFP,Dynein cargo inh nuclear GR-EGFP,Dynein cargo inh cell count
Cc1cnc(N2C(=O)c3ccc([N+](=O)[O-])cc3C2=O)s1,13,8,-3.5,977,10%,i,-4,9%,-1.1,1586,1.4,2.1,12,i,1.2,-0.27,1.4,-1.7
N#Cc1ccsc1NC(=O)c1cccc([N+](=O)[O-])c1,15,9,-1.6,1116,11%,i,-2,-3%,0.74,1094,2.1,1.5,0.0,i,1.2,-0.31,0.61,-0.85
Cc1nn(-c2ccc(F)cc2)c(Cl)c1/C=C1\C(=O)Nc2ccccc21,50,25,1.1,909,3%,i,9,-8%,0.14,1004,22*,28*,53*,i,-2.8,0.12,-1.3,0.27
COc1ccc(C(=O)O)cc1S(=O)(=O)N(C)C,-12,10,-0.9,1121,-12%,i,-5,-23%,-0.12,1370,2.2,2.8,8.1,i,-1,-0.19,-0.47,-0.27
O=C(CCC(=O)Nc1ccccc1Cl)N/N=C/c1ccccc1,5,-19,-1.1,491,-2%,i,6,-1%,0.15,1279,3.3,4.2,0.7,i,-0.55,-0.2,-0.48,0.58
CC(C)(C)OC(=O)N/N=C\c1ccc(OC(=O)c2ccco2)cc1,-8,0,0.2,1054,4%,i,-2,1%,0.11,1261,3.5,1.4,6.0,i,0.044,-0.32,-0.47,-0.42
Nc1nonc1NC(=O)NN=C1CCCCC1,-17,-16,-1.9,518,9%,i,-8,2%,-0.02,1051,3.3,2.9,6.6,i,-0.27,-0.18,-0.37,0.8
CC(C)Oc1ccc(/C=N/NC(=O)c2ccc(N(Cc3ccccc3)S(C)(=O)=O)cc2)cc1,-8,-19,-0.3,951,14%,i,-3,20%,-0.13,1252,5.1,2.9,14,i,4.5,-0.2,1.9,-1.9
COc1ccc(NC(=O)c2cc(C)nc3ccccc23)cc1S(=O)(=O)Nc1ccccc1Cl,2,-17,-1.9,994,8%,i,-39,24%,.,.,4.2,5.0,1.1,i,-0.48,-0.22,0.64,0.4
CCCNC(=O)COC(=O)c1ccc(S(=O)(=O)N2CCCCCC2)cc1,18,7,0.1,1086,0%,i,-6,-2%,0.92,1048,3.3,1.4,6.6,i,-0.5,-0.16,0.011,0.2

# Copied from the listing (2 entries):
SMILES,WT yeast gro inh,WT yeast gro inh mutant strain,bCat nuc transl,bCat nuc transl cell count 5 µM,PMI inhibition,Autophagy HCS,Autophagy HCS cell loss 18 h,human PMI inhibition,Insulin prom up,Insulin prom up cell count,MT stabilize HCS,MT stabilize HCS Hoechst-high %,MT stabilize HCS cytotoxicity %,Yfh1-off respiration,Dynein cargo inh,Dynein cargo inh cytoplasmic EGFP,Dynein cargo inh nuclear GR-EGFP,Dynein cargo inh cell count
COc1ccc(NC(=O)c2cc(C)nc3ccccc23)cc1S(=O)(=O)Nc1ccccc1Cl,2,-17,-1.9,994,8%,i,-39,24%,.,.,4.2,5.0,1.1,i,-0.48,-0.22,0.64,0.4
CCCNC(=O)COC(=O)c1ccc(S(=O)(=O)N2CCCCCC2)cc1,18,7,0.1,1086,0%,i,-6,-2%,0.92,1048,3.3,1.4,6.6,i,-0.5,-0.16,0.011,0.2

# Going on with the list:
SMILES,WT yeast gro inh,WT yeast gro inh mutant strain,bCat nuc transl,bCat nuc transl cell count 5 µM,PMI inhibition,Autophagy HCS,Autophagy HCS cell loss 18 h,human PMI inhibition,Insulin prom up,Insulin prom up cell count,MT stabilize HCS,MT stabilize HCS Hoechst-high %,MT stabilize HCS cytotoxicity %,Yfh1-off respiration,Dynein cargo inh,Dynein cargo inh cytoplasmic EGFP,Dynein cargo inh nuclear GR-EGFP,Dynein cargo inh cell count
CC(C)Cn1c(CN2CCCCC2C)nc2c1c(=O)n(C)c(=O)n2C (stereo unspecified),-10,-9,0.8,1062,12%,.,.,9%,-1.1,2062,5.1,2.0,7.7,i,0.04,-0.25,0.14,0.1
COc1ccc(OCC(=O)Nc2cccc(C(=O)Nc3ccccc3C(=O)O)c2)cc1,-9,2,0.1,1050,-6%,i,12,-12%,0.58,1301,3.9,2.5,1.1,i,-0.53,0.7,0.18,0.21
CCc1c(C)nc(SCC(=O)N2CCc3ccccc32)[nH]c1=O,-3,-7,-1.2,1135,11%,i,9,21%,2.1,1339,4.6,2.7,5.5,i,-0.73,-0.04,-0.057,0.19
COc1ccc(C(=O)NNC(=O)C(=O)NC(C)c2ccccc2)cc1OC (stereo unspecified),-5,10,.,.,-6%,i,1,-5%,.,.,3.4,2.6,5.7,i,0.35,-0.38,-0.17,0.41
S=c1nc2ccccc2c2nc(-c3cccnc3)[nH]n12,.,.,0.1,1279,.,.,.,.,-0.97,1104,.,.,.,i,-0.56,-0.25,0.19,0.22
Cc1ccc(CN2CCN(/N=C/c3cc(Br)cc(Br)c3O)CC2)c(C)c1,21,-1,-0.1,1068,-18%,i,-27,-11%,-0.6,1485,4.5,3.6,6.5,i,0.37,-0.29,0.27,0.062
CCC1(C)CC2(CCCN(CCC(=O)c3ccccc3)C2)CCO1 (stereo unspecified),-6,7,-1.8,944,-14%,i,-1,-18%,1.1,1207,4.2,2.7,6.0,i,-3.8*,1.1*,-0.86*,-2.6*
COc1ccsc1C(=O)Nc1ccc(F)cc1F,-12,2,-0.4,999,-8%,i,-1,-7%,0.28,1203,2.5,2.2,3.9,i,0.17,-0.27,0.097,-1.1
COC(=O)c1sccc1NC(=S)N1CCN(C)CC1,1,-11,-0.2,1100,3%,i,5,4%,-0.85,1340,3.9,3.3,11,i,1.2,0.16,1.2,-2.1
Cc1ccccc1CC1(CO)CCCN(C(=O)c2ccc3ncccc3c2)C1 (stereo unspecified),-2,-11,-0.6,977,-11%,i,-7,-3%,-0.48,1455,2.2,1.6,8.2,i,0.11,0.19,0.72,-0.064
CCc1nc(SCC(=O)Nc2cc(C)on2)c2c(C)c(C)sc2n1,-4,-11,-0.5,1167,-7%,i,4,-7%,-0.09,926,4.6,2.2,10,i,-0.48,-0.29,-0.3,1.3
CCN(CC)c1ccc(/C=N/NC(=O)c2ccc(Br)o2)cc1,13,-1,.,.,4%,i,-5,1%,0.35,1234,33*,25*,54*,i,-0.034,-0.3,-0.4,0.76
O=C(COC(=O)c1cccc(Cl)c1)NCCN1C(=O)CSC1=O,8,9,.,.,2%,i,16,-6%,-0.61,1457,4.4,1.7,3.4,i,1.7,0.2,0.66,-0.72
Cc1cc(C(=O)Nc2ccc(S(=O)(=O)N3CCCC3)cc2)cs1,-8,-28,-0.8,1118,4%,i,0,13%,-0.38,1261,2.4,2.8,2.9,i,0.074,-0.15,0.075,-0.39
CCCOC(=O)CSc1nnc(-c2cc(OC)c(OC)c(OC)c2)o1,-10,0,0.1,878,5%,i,-6,6%,-0.45,1520,3.4,2.2,13,i,-0.58,-0.45,0.056,0.65
O=C(Nc1nnc(C2CCCCC2)s1)c1cccs1,22,-78,-0.7,1075,6%,i,40,7%,-1.3,1121,3.3,1.8,1.5,i,-0.081,0.12,-0.077,0.025
c1ccc(CN2C3=NCCCN3c3ccccc32)cc1,-5,-8,0.1,1179,-10%,i,3,-15%,.,.,2.3,1.1,2.0,i,-0.45,-0.24,-0.88,0.092
CCOc1cc(S(=O)(=O)N2CCN(CC)CC2)ccc1Cl,3,16,.,.,0%,i,3,2%,.,.,2.8,1.3,4.2,i,-0.39,-0.25,-0.38,0.55
O=C(O)CCc1nc2cc3ccccc3cc2[nH]1,-3,0,1.1,1030,5%,i,-5,-15%,0.29,1246,2.3,2.3,5.8,i,-0.079,-0.25,-0.29,0.77
CC(=O)OCCNC(=O)Cn1cnc2c1c(=O)n(C)c(=O)n2C,6,6,-7.7,1252,-4%,i,2,1%,-0.75,1228,4.0,3.6,17,i,2.3,-0.12,1.3,-0.8
O=C(Cn1c(NCCO)nc2ccccc21)NCC1CCCO1 (stereo unspecified),-4,8,-2.3,1075,-1%,+,-5.4*,5%,0.23,1272,2.0,2.1,1.6,i,0.26,-0.16,1,-1.3
COc1ccc(NC(=O)c2sc3nc(C)nc(N4CCOCC4)c3c2C)c(OC)c1,11,-7,1.1,1070,14%,i,17,7%,0.02,1252,2.1,3.2,4.3,i,-0.78,-0.37,-0.34,1.1
COc1ccc(/C=C/C(=O)NC(=S)NCC2CCCO2)cc1 (stereo unspecified),11,-8,1.4,1127,1%,i,34,-3%,-0.05,1040,1.4,1.8,4.1,i,-0.18,-0.24,-0.11,0.57
S=c1[nH]nc(Cc2ccccc2)n1-c1cccc2ccccc12,-16,-5,1.6,493,14%,i,-16,13%,0.09,1144,6.0,2.3,13,i,-0.38,-0.26,0.4,-0.012
Nc1c(C(=O)Nc2nc3ccccc3s2)sc2nc(-c3cccs3)ccc12,8,-9,24,840,14%,+,-26*,11%,.,.,10,4.8,20,i,9.4,7.3,5.6,-4.9
CCN(CCCNC(=O)CCc1nc(-c2ccc(C)cc2)no1)c1cccc(C)c1,64*,16*,-3.0,930,23%,i,22,15%,-0.56,1078,2.4,1.6,3.4,i,-0.82,-0.25,-0.43,0.8
Cc1ccc(NC(=S)NNC(=O)c2c([N+](=O)[O-])c(C)nn2C)cc1,11,23,-2.5,1301,-8%,i,-8,-1%,-0.55,884,2.8,1.4,0.8,i,-0.59,-0.27,0.05,1.8
